Compound activity from PubChem.
NadD block – NadD (S. aureus) enzyme inhibition | purified NadD enzyme, colorimetric absorbance read-out | inhibition, % at 20 µM | actives 0.78% (n = 360,000); in the data active = inhibition above about 26%; also: some compounds past the cut are filed as inactive
CSN inh – inhibitors of human CSN-mediated cullin deneddylation | Purified CSN, SCF-Nedd8-OG deneddylation, fluorescence polarization | inhibition, % at 12.5 µM | actives 0.38% (n = 360,000) | AID 651999;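 active = pattern-corrected inhibition above about 35%, with an unprinted fluorescence ratio check between 0.5 and 1.5, limit read from the data, passing the limit was not always enough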;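 also: 0% = enzyme with substrate and 100% = substrate without enzyme; some results filed as inactive read as strong as hits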
Target sequence (Q92905 whole entry, looked up, one chain of several): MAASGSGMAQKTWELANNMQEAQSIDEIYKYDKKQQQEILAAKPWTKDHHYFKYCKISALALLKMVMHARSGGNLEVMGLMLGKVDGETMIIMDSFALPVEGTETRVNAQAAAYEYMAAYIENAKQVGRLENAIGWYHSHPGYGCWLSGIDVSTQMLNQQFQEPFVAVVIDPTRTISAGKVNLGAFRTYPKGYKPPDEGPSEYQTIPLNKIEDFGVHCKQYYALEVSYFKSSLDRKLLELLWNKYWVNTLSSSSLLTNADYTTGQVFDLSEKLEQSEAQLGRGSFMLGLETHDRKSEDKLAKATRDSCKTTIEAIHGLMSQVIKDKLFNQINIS
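Material: human Csn5 produced in HEK293T cells; Input: enzyme 0.24 nM; Reagent: SCFSkp2-Nedd8OG substrate at 10 nM final; Dosing: 12.5 µM compound; Incubation: 90 min reaction at room temperature; Detection: fluorescence polarization of the substrate; Evaluation: % inhibition of substrate cleavage by Csn5; Control set: substrate-only high control, full reaction low control.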
SUMO1 PPI mod – SUMO1-SIM interaction modulation; SUMO1 binding to a labelled peptide, TR-FRET, 1 h; AID 602429; inhibition, % at 20 µM; actives 0.33% (n = 360,000); P63165; in the data active = inhibition above about 37%
Target sequence (P63165 whole entry, looked up): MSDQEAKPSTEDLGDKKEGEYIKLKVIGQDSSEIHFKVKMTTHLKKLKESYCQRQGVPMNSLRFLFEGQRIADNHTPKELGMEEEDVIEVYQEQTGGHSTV
PABP1 MLLE inh – inhibitors of microRNA-mediated deadenylation, human PABP1 MLLE binding; GST-MLLE / FITC-PAM2 fluorescence polarization; AID 588489; actives 0.36% (n = 360,000); P11940; inhibition, % at 20 µM; in the data active = inhibition above about 35%, passing the limit was not always enough;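 also: plate controls were DMSO wells with GST-MLLE for no effect and wells lacking GST-MLLE protein for full effect; some results filed as inactive read as strong as hits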
Target sequence (P11940 whole entry, looked up): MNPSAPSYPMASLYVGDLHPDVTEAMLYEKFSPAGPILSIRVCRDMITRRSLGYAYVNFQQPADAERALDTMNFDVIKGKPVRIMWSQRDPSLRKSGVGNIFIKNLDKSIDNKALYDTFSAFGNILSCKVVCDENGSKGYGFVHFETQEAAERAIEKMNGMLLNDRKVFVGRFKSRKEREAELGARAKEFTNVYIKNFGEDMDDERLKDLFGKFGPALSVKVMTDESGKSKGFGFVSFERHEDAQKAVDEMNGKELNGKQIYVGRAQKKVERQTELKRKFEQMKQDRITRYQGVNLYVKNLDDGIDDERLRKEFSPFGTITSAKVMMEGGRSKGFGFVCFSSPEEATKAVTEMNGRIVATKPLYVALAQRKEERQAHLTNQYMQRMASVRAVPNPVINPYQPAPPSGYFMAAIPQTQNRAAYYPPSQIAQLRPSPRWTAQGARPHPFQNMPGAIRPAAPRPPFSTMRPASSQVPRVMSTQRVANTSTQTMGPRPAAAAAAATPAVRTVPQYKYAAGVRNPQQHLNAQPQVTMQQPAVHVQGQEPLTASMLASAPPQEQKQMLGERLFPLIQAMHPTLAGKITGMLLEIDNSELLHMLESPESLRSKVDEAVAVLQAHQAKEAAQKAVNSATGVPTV
LMPTP block – blocks human LMPTP phosphatase; inhibition, % at 20 µM; recombinant LMPTP-A, OMFP fluorogenic substrate, fluorescence intensity; actives 0.22% (n = 360,000); AID 651560; P24666;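 active = compounds that cut the enzyme signal by at least half of the control window in the single-dose screen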;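 also: plate controls were DMSO wells with enzyme plus substrate for no effect and substrate without enzyme for full effect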
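Test system – LMPTP-A phosphatase enzyme · Quantity – 0.625 nM LMPTP-A final · Reagent – OMFP substrate, 400 µM final · Dosing – one test concentration per compound, 20 µM, with 3% DMSO overall · Timing – 50 min enzyme reaction at room temperature, protected from light · Detection – fluorescence intensity · Controls – substrate-only low control, DMSO enzyme-plus-substrate high control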
Scp1 inh – Scp-1 (human) phosphatase inhibition; Q9GZU7; Recombinant Scp1, phosphopeptide, malachite green phosphate absorbance; inhibition, % at 20 µM; actives 0.88% (n = 340,000); AID 493091;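 active = inhibition above about 50% at 20 µM, limit read from the data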;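 also: plate controls were DMSO wells with enzyme for no effect and wells lacking enzyme for full effect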
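Times: enzyme reaction 45 min at room temperature, colour 5 min, stabilisation 30 min. Material: SCP-1 catalytic fragment, aa 76-261. Medium: Acidic Tris acetate buffer with magnesium and detergent. Signal: colorimetric free-phosphate detection, absorbance 630 nm. Read-out basis: % inhibition of SCP-1 phosphate liberation. Reagent: Phosphorylated 17-residue peptide substrate.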
DNMT1 inh – blocks human DNA methyltransferase DNMT1 | inhibition (reported as % activation of signal), % at 10 µM | actives 0.83% (n = 360,000) | DNMT1 molecular beacon, Hinp1I cleavage, fluorescence; in the data active = inhibition above about 50%
Rpn11 block – Rpn11 (human) deubiquitinase inhibition. actives 0.59% (n = 360,000). calls only at 20 µM. O00487. human 26S proteasome, Ub4-pepOG fluorescence polarization; 20S core pre-blocked with epoxomicin;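 active = inhibition at 20 µM, scaled to each plate's controls, above about 33%, limit read from the data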
STEP block – STEP (human) phosphatase inhibition. P54829. recombinant STEP, OMFP fluorogenic substrate, fluorescence. inhibition, % at 20 µM. actives 0.25% (n = 360,000). AID 588621;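 active = inhibition at 20 µM, scaled per plate between control wells, above about 37%, limit read from the data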;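 also: 0% = DMSO with enzyme and substrate and 100% = substrate only without enzyme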
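Material: STEP (striatal-enriched tyrosine phosphatase) enzyme, cell-free; Compound dosing: 20 µM single dose in 1% DMSO; Technique: fluorescence read at 480 nm ex / 540 nm em; Times: reaction 20 min, ambient temperature; Medium: 50 mM Bis-Tris pH 6.0 with 2.5 mM DTT and 0.005% Tween 20; Also added: OMFP at 25 µM.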
Tb MetRS inh – blocks T. brucei methionyl-tRNA synthetase activity; purified T. brucei MetRS, ATP depletion, Kinase-Glo luminescence; inhibition, % at 11.9 µM; actives 0.4% (n = 360,000);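 active = inhibition above a per-plate cutoff of the control wells' mean inhibition plus 3 SD, cut at about 5.5% in these data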;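 also: 0% = DMSO wells median and 100% = median of wells with control inhibitor compound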
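assay system = parasite MetRS enzyme | timing = 15 min preincubation, 2 h reaction, all 25 °C | evaluation = percent inhibition relative to median high and low control wells | medium = HEPES buffer containing pyrophosphatase, BSA, spermine, DTT | compound = single dose, 11.9 µM final nominal, 0.9% final DMSO | detection = Kinase-Glo luminescence, ATP depletion format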
* = called active by the depositor; i = inactive; . = not tested or not shown.

entry	smiles	NadD block	CSN inh	SUMO1 PPI mod	PABP1 MLLE inh	LMPTP block	Scp1 inh	DNMT1 inh	Rpn11 block	STEP block	Tb MetRS inh
1	CC(C)C1CC(CCN2CCCCC2)(c2ccccc2)CCO1 (stereo not drawn)	-4	4	-1	-3	-2.0	-3	-2	i	-2	-0.5
2	COc1ccc(NC(=O)c2ccc(Oc3ncccn3)cc2)cc1	-1	1	-2	9	-0.2	-12	5	i	0	-1.1
3	COc1ccc(N(CC(=O)Nc2ccccc2C(=O)NCc2ccco2)S(C)(=O)=O)cc1	-3	3	-1	-5	-1.0	-9	0	i	3	0.1
4	CCCCC(CC)C1OCC(C[N+]2(C)CCOCC2)O1 (stereo not drawn)	11	1	0	-110	-1.0	31	3	i	0	-0.5
5	COc1cccc(NC(=O)c2ccccc2SC)c1	4	-3	2	7	0.1	-9	-1	i	3	-0.8
6	CCN(CC(=O)Nc1c(F)cccc1F)C(=O)CN1C(=O)c2ccccc2C1=O	-2	-4	-11	-12	-1.0	-6	3	i	2	-0.3
7	CC(C)c1nc(SCC(=O)Nc2c[nH]c(=O)[nH]c2=O)c2cnn(-c3ccccc3)c2n1	5	-14	7	7	1.3	-1	53*	i	1	-0.4
8	O=C(CSc1nnc(SCc2cccc3ccccc23)s1)N/N=C/C=C/c1ccccc1[N+](=O)[O-]	15	-12	0	-19	1.3	-6	0	i	2	0.0
9	CCS(=O)(=O)N1CCC(C(=O)NCC2CCCO2)CC1 (stereo not drawn)	-1	2	2	-1	-0.7	0	3	i	-1	-1.1
10	CC(=O)Nc1ccc(S(=O)(=O)N(C)CC(=O)OCC(=O)NCc2ccco2)cc1	-3	-1	-1	9	-0.8	1	1	i	1	-0.2
11	CN(Cc1ccccc1)S(=O)(=O)c1cccc2nsnc12	-10	2	-27	2	0.2	-5	-3	i	3	-1.4
12	COC(=O)[C@]1(C)CCC[C@@]2(C)C3CC[C@@]4(C)C[C@]3(CC[C@H]12)C[C@H]4O (stereo partly drawn)	-4	-1	6	-11	2.9	-4	1	i	-2	-0.4
13	Cc1ccccc1C(=O)N1CCC(C(=O)Nc2nc3ccc(F)cc3s2)CC1	-1	1	1	-2	0.4	-7	-2	i	-1	-0.1
14	CC1CC(C)(C)CC2(C1)NC(=O)N(CC(=O)NCc1ccccc1F)C2=O (stereo not drawn)	1	4	9	-17	-0.1	-3	3	i	0	-0.2
15	C#CCN(C(=O)c1ccc(OC2CCN(Cc3ccccn3)CC2)cc1)C1CCCCC1	-2	-4	-1	9	-0.3	-6	0	i	-4	-0.3
16	COc1ccc(CCNS(=O)(=O)c2ccc3c(c2)CCN3C(=O)CCC(=O)O)cc1OC	-2	-3	10	8	-0.7	0	1	i	0	-0.4
17	OC(COCc1ccccc1)CN1CCN(c2ccccc2F)CC1 (stereo not drawn)	-4	-6	6	1	-1.3	-9	0	i	1	-0.3
18	CC(OC(=O)CCN=C1NS(=O)(=O)c2ccccc21)C(=O)Nc1ccc(N(C)C)cc1 (stereo not drawn)	0	-7	3	-9	-0.6	-1	-2	i	-1	-0.3
19	CN1CCN(c2ncnc3c2ncn3[C@H]2CN(Cc3ccc4c(c3)OCO4)C[C@@H](CO)O2)CC1	0	-1	2	6	-0.9	.	4	i	3	-0.4
20	Cc1ccccc1Nc1nnc(SCC(=O)c2c(N)n(C3CC3)c(=O)[nH]c2=O)s1	2	-7	3	-38	-0.5	11	2	i	1	-0.1
21	CC(=O)C[C@H](O)CC(=O)[C@H]1OC(=O)[C@H](C)CCCCc2ccccc21	0	4	5	-1	1.5	-8	4	i	-1	0.7
22	COc1ccc(CNC(=O)CCC(=O)N2CCN(S(=O)(=O)c3ccc(Cl)cc3)CC2)cc1	-8	5	-1	0	1.5	-2	2	i	0	-0.9
23	COCC(=O)Nc1ccccc1-c1ccccc1	1	-3	0	9	-1.1	-2	-1	i	-1	-0.3
24	Cc1nc2ccc(Cl)cc2n1C	0	-1	2	-6	-0.8	.	-3	i	1	-0.2
25	Cc1cc(C)c(C(=O)N2CCCC(Nc3ccc(F)cc3)C2)o1 (stereo not drawn)	-1	-7	-1	0	0.0	-1	4	i	0	-0.1
26	CN(Cc1ccccc1)c1ccc(C(CC(N)=O)NC(=O)c2ccc(Br)cc2)cc1[N+](=O)[O-] (stereo not drawn)	1	-4	-14	2	1.9	-3	-9	i	0	-0.3
27	Nc1c(-c2ccccc2)n[nH]c1-c1ccccc1	-7	2	-3	-3	-0.6	21	-2	i	1	-0.5
28	COc1ccc(OC)c(-c2cc(C(F)(F)F)c3c(n2)sc2c(O)cc(=O)[nH]c23)c1	6	3	0	6	-1.8	0	-19	i	3	-0.3
29	C=CCN(c1ccc(C(=O)OC)cc1)S(=O)(=O)c1ccccc1	1	6	4	-25	-1.6	-3	1	i	-2	-0.5
30	COc1ccc(C(=O)NC(=S)Nc2ccccc2N2CCOCC2)cc1Br	2	-4	0	36	2.9	-4	-18	i	2	-0.2

Arranged by SMILES length (rising): some entries from above.
entry	smiles	NadD block	CSN inh	SUMO1 PPI mod	PABP1 MLLE inh	LMPTP block	Scp1 inh	DNMT1 inh	Rpn11 block	STEP block	Tb MetRS inh
18	CC(OC(=O)CCN=C1NS(=O)(=O)c2ccccc21)C(=O)Nc1ccc(N(C)C)cc1 (stereo not drawn)	0	-7	3	-9	-0.6	-1	-2	i	-1	-0.3
28	COc1ccc(OC)c(-c2cc(C(F)(F)F)c3c(n2)sc2c(O)cc(=O)[nH]c23)c1	6	3	0	6	-1.8	0	-19	i	3	-0.3
7	CC(C)c1nc(SCC(=O)Nc2c[nH]c(=O)[nH]c2=O)c2cnn(-c3ccccc3)c2n1	5	-14	7	7	1.3	-1	53*	i	1	-0.4

New compounds follow
entry	smiles	NadD block	CSN inh	SUMO1 PPI mod	PABP1 MLLE inh	LMPTP block	Scp1 inh	DNMT1 inh	Rpn11 block	STEP block	Tb MetRS inh
31	Cc1cccn2c(=O)c(/C=C(\C#N)C(N)=O)c(N3CCN(c4cccc(Cl)c4)CC3)nc12	6	2	-14	1	3.3	-10	-8	i	3	-0.5
32	O=C(Nc1cc2c(cc1C(=O)O)OCCCO2)c1ccc(F)cc1F	-1	3	5	0	3.1	-12	4	i	2	0.6
33	Cc1ccc(S(=O)(=O)N2CCOCC2)cc1C(=O)Nc1ccc2c(c1)OCCO2	-4	1	1	3	0.1	-2	4	i	1	-0.6
34	O=S(=O)(c1cc(Cl)ccc1Cl)N1CC2CCCN2c2ccc(C(F)(F)F)cc21 (stereo not drawn)	6	1	4	7	2.0	-8	-4	i	1	-0.1
35	COc1cccc(NC(=O)CSc2nc3c(sc4ccccc43)c(=O)n2CCN(C)C)c1	-9	-4	-3	31	0.5	2	-3	i	0	-0.8
36	Cc1onc(-c2ccccc2)c1C(=O)NCc1ccc2c(c1)OCO2	4	0	3	5	0.0	-7	1	i	3	-0.2
37	CCc1nc2ccc(C(=O)NCc3ccc(OC)cc3)cn2c1N(CCC(C)C)CCN(C)C	-7	-5	0	8	-1.1	.	0	i	2	-0.2
38	COC(=O)C1C2C=CC3(CN(Cc4ccco4)C(=O)C13)O2 (stereo not drawn)	2	-7	22	6	-0.9	-7	3	i	0	-0.3
39	CC(=O)C(Cc1ccc(Cl)nc1)Cc1ccc(Cl)nc1	-1	-4	1	-7	-0.7	69*	1	i	-1	-0.6
40	CC(C)CN(C(=O)Cn1c(C(F)(F)F)nc2ccccc21)C1CCS(=O)(=O)C1 (stereo not drawn)	-1	2	8	15	-2.0	-8	-3	i	0	-0.4
41	CC(=O)Nc1ccc(-c2sc(Nc3cccc4ccccc34)n[n+]2-c2ccccc2)cc1	8	1	-1	-73	1.0	5	-8	i	2	-0.3
42	COc1ccc(/C=C2\C(=N)N3N=C(CC(=O)N4CCOCC4)SC3=NC2=O)cc1	-3	4	-10	-13	-0.5	0	-1	i	0	-0.8
43	COc1cc(/C=C/CN2CCC(Oc3ccc(C(=O)N4CCCC4)cc3)CC2)ccc1O	0	-1	-3	-3	3.3	-5	-1	i	1	-0.8
44	COc1cccc(C(=O)NC(=S)Nc2ccccc2N2CCCC2)c1	0	7	2	22	2.5	-4	-17	i	1	0.1
45	COc1ccc(/C=C/C(=O)NCc2cn(C)nc2C)cc1COc1ccc(Cl)cc1Br	1	-3	-4	5	-0.5	-2	-3	i	2	0.8
46	COc1ccc(CCn2cnc3c([nH]c4ccccc43)c2=O)cc1	-1	-1	8	7	-0.2	-2	1	i	6	-0.1
47	CCOc1ccc(CN2CCNC(=O)C2CC(=O)N(C)C2CCCCC2)cc1 (stereo not drawn)	-2	1	-4	7	-1.7	-3	-8	i	0	-0.2
48	Cc1ccc2cc(CN(c3ccc(C)c(C)c3)S(C)(=O)=O)c(=O)[nH]c2c1	-8	-3	-3	-1	0.4	3	48	i	0	-0.2
49	COc1ccccc1NC(=O)NCC(c1ccco1)N1CCCCC1 (stereo not drawn)	-1	-1	3	8	-0.1	-1	2	i	-2	-0.6
50	CC(NC(=O)C1CCC(=O)N1Cc1ccccc1Cl)c1ccccc1 (stereo not drawn)	-3	3	-3	-7	-0.5	-4	1	i	-1	0.3
51	CCCS(=O)(=O)N1CCCC(C(=O)NCCCN(Cc2ccccc2)C(C)C)C1 (stereo not drawn)	2	-7	-2	-2	-0.6	-2	0	i	0	-1.1
52	O=C(CC(=O)N1CCOCC1)N1CCOCC1	-1	2	5	-5	-3.1	-8	-1	i	-2	-0.2
53	CCCCc1cc(=O)oc2cc(C)cc(OCC(=O)NCC3CCC(C(=O)O)CC3)c12 (stereo not drawn)	2	7	-3	24	0.0	1	-2	i	0	0.3
54	CCN(Cc1ccccc1)C(=O)c1cc2c(=O)oc3ccc(C)cc3c2s1	0	2	-4	4	6.1	-16	0	i	2	-0.5
55	CCOc1ccsc1C(=O)O	-3	-4	-5	7	0.5	-13	1	i	-1	0.0
56	CC1(C(=O)NS(=O)(=O)c2cccc(F)c2)CCN1C(=O)C/C=C/c1ccccc1 (stereo not drawn)	0	-2	0	8	-2.9	.	-3	i	-2	-0.3
57	Cn1c[n+](C)cc1-c1ccc(/C(N)=N/O)cc1	-4	2	0	12	-4.1	-4	0	i	-4	0.0
58	Cn1cnc2nc[nH]c2c1=O	0	0	-2	-1	-0.3	-7	-2	i	-4	-0.5

Compounds as they come. Share with any hit: about 3.6%.
